# Tb PYK inh – T. brucei pyruvate kinase inhibition; AID 624173; 0.12% of 410,000 active; TbPYK enzyme, Kinase-Glo Plus ATP luminescence, 45 min; Q57TT1; Potency, µM (highest dose often 76.8 µM), inactives show at the highest dose activity, negative = inhibition, actives largely listed as inhibitors; further: nearly all actives have a fitted effect of over 50% in size
#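 TbPYK + substrate in 50 mM TEA pH 7.2, 100 mM KCl, 10 mM MgCl2, 0.05% BSA, 0.01% Tween-20; cpd pinned; ADP 130 uM final; 45 min RT; Kinase-Glo Plus 10 min; luminescence endpoint.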
# Pf growth 48h – inhibits P. falciparum growth in the first generation, 48 h. 5.9% of 310,000 active. Potency, µM (top dose mostly 28.7 µM), without a hit: at the highest dose activity change, negative = inhibition, actives largely listed as inhibitors. AID 504832. P. falciparum luciferase growth in erythrocytes, 48 h
#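 A one-generation exposure of luciferase-tagged malaria parasites in RPMI 1640/Albumax erythrocyte culture, 37 C and 5% CO2. Inhibition is inferred from decreased luminescence after adding detection reagent.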
# LmPK inh – inhibitors of Leishmania mexicana pyruvate kinase | 0.37% of 290,000 active | purified LmPK, Kinase-Glo ATP luminescence, 1 h | Q27686 | Potency, µM (series often up to 57.5 µM), inactives show at the top dose activity change, negative = inhibition, actives largely listed as inhibitors
# Target sequence (Q27686 whole entry, looked up): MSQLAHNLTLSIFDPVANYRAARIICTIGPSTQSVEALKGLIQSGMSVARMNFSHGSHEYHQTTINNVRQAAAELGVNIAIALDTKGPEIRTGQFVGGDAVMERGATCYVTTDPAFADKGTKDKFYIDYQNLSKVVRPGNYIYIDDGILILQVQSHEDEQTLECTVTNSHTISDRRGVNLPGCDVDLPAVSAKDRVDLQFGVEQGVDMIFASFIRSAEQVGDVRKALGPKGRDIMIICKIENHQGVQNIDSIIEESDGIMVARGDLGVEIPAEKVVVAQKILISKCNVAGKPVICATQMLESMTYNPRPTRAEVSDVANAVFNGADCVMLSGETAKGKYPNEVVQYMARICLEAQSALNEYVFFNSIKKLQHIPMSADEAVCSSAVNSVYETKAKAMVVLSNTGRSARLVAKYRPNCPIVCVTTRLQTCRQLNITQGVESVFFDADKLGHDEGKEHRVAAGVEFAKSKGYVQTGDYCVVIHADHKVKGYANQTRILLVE
#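 Kinase-Glo luminescence read after 1 h RT reaction of 0.1 nM LmPK with 0.5 mM PEP and 0.1 mM ADP. Activity scaled between uninhibited and enzyme-free controls.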
# Sm TGR inh – blocks Schistosoma mansoni thioredoxin glutathione reductase | Q962Y6 | purified TGR, DTNB reduction, TNB absorbance 405 nm | Potency, µM (series often up to 114 µM), for the others: top-dose activity change, negative = inhibition, most hits filed as inhibitors | 3% of 360,000 active | AID 485364; further: nearly all actives have a fitted effect of over 60% in size
#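 Kinetic colorimetric format: TGR-catalysed, NADPH-driven DTNB reduction monitored via TNB absorbance. Enzyme dispensed at 20 nM; compound exposure 15 min at room temperature before reaction start.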
# Pf growth 96h – inhibits malaria parasite growth, 96 h; P. falciparum luciferase reporter growth, 96 h; 6.9% of 320,000 active; Potency, µM (top dose mostly 28.7 µM), inactives show at the top dose activity change, negative = inhibition, actives largely listed as inhibitors; AID 504834
#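 P. falciparum expressing integrated firefly luciferase grown in erythrocytes (2% hematocrit, 0.05% parasitemia final) with compounds for 96 hours at 37 C, 5% CO2. Growth inhibition read as loss of luminescence after adding luciferase detection reagent.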
# HCV inh – inhibitors of hepatitis C virus infection | Huh7.5.1 HCVcc-Cre infection, luciferase reporter, 44 h | Potency, µM (top dose mostly 41.8 µM), inactives show top-dose activity change, negative = inhibition, most hits filed as inhibitors | 3.4% of 340,000 active
#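 Compounds are dispensed onto cells plated 4 h earlier at 1,000 per well, with HCVcc-Cre virus (about 0.5 moi) added next. Following 44 h of culture, luminescent signal is measured for 15 sec after 15 min with substrate at room temperature.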
# * marks the source's active call; other numbers are inactive results; i = inactive; ? = inconclusive; · = not tested or not shown; [ ] = dose if it differs, or a comment. The call rests on the fitted dose curve; in most records, active means well fitted curve in the direction sought with a large enough effect; inconclusive means small, poorly fitted or top-dose-only effect, or another doubt; inactive means no such curve, though single readings can be large; an effect the other way counts as inactive or inconclusive. On the % scale 0 is the no-effect control and ±100 the full control effect; potency means the concentration at half of the fitted maximal effect. The order is random (roughly 16% active in at least one column).
SMILES,Tb PYK inh,Pf growth 48h,LmPK inh,Sm TGR inh,Pf growth 96h,HCV inh
N#Cc1ccccc1CN1C(=O)S/C(=C/c2cccn2-c2ccc(C(=O)O)cc2)C1=O,0.3%,14.7%,2.9%,39.0%[activator],·,-3.1%
CC(NC(=S)NC1CCCCC1)c1ccc(C(C)(C)C)cc1 (centres undefined),-5.0%,5.86µM*,1.3%,-24.0%,-6.6%,?
COC(=O)CSc1ccc(-c2nc3ccc(C)cc3[nH]2)cn1,-6.8%,·,2.5%,-1.4%,-26.6%,2.0%
O=C(c1ccc(F)cc1)N1CCN(Cc2ccccc2Br)CC1,-0.4%,-26.3%,-2.5%,-8.0%,·,4.9%
Nc1ccc2nc(N3CCOCC3)sc2c1,-13.5%,247.5%[activator],?,4.3%,212.9%[activator],-7.0%
CCCCn1c(N)c(N(CC)C(=O)c2ccc(N(C)S(=O)(=O)c3ccc(C)cc3)cc2)c(=O)[nH]c1=O,3.1%,?,·,-3.6%,-16.1%,6.7%
O=C(CN(c1ccccn1)S(=O)(=O)c1ccccc1)Nc1ccccc1,-5.9%,20.1%,1.1%,-5.1%,4.6%,12.7%
CCc1ccccc1N(C1=NCCCS1)S(=O)(=O)c1ccc(C(C)(C)C)cc1,3.5%,?,4.2%,-13.0%,15.2%,?
O=C(O)C1C2C=CC(C2)C1C(=O)NCCCn1ccnc1 (centres undefined),8.9%,1.3%,8.6%,-7.0%,·,11.6%
CN(C)CCCN(C(=O)CCSc1ccccc1)c1nc2cc3c(cc2s1)OCO3,-5.7%,?,9.7%,?,57.4%[activator],?
Cc1ccc(S(=O)(=O)NCc2csc(C)n2)c(C)c1,0.9%,-5.0%,0.5%,6.2%,21.5%,4.1%
CC(=O)Nc1ccc(NC(=S)NC(=O)/C=C/c2ccccc2)cc1,-5.8%,-19.8%,2.7%,-17.2%,8.7%,-9.4%
O=c1oc2ccccc2c(O)c1/C=N/c1ccccn1,?,7.3%,-15.4%,-9.2%,-20.7%,20.8%
O=C(CN1CCN(Cc2ccccc2Cl)C1=O)NCc1cccnc1,-3.7%,0.7%,3.1%,9.3%,2.4%,7.9%
Cc1ccc(C)c(NC(=O)Cn2nnc(C(=O)NCc3cccs3)c2N)c1,6.3%,1.4%,-1.2%,11.2%,0.4%,?
Cc1cc(NC(=O)CCC(=O)N(Cc2ccco2)C(C(=O)NC2CCCCC2)c2cccs2)no1 (centres undefined),3.8%,?,-0.1%,·,-8.0%,2.8%
Cc1cccc(Cl)c1OCCCCn1ccnc1,2.4%,?,-2.3%,-0.9%,·,-18.3%
O=C(O)Cc1ccc(C(=O)c2ccccc2)s1,-3.7%,·,-22.4%,-12.4%,-11.4%,-6.3%
OCCC1CN(Cc2cccn2-c2nccs2)CCN1Cc1ccc(F)c(F)c1 (centres undefined),7.0%,?,1.9%,?,13.1µM*,-0.8%
COc1ccc(CCC(=O)Nc2ccc(OC)c(S(=O)(=O)N3CCCCC3)c2)cc1OC,-1.6%,?,·,0.6%,?,10µM*
Cc1ccc([N+](=O)[O-])cc1NC(=O)CSc1nncn1-c1ccccn1,-4.1%,7.5%,0.2%,0.4%,107.9%[activator],?
Cc1c(NC(=O)c2c(F)cccc2F)c(=O)n(-c2ccccc2)n1C,-0.7%,7.9%,-2.5%,2.3%,-20.0%,7.6%
OCCC1CN(Cc2ccc(Oc3ncccn3)cc2)CCN1C1CCCC1 (centres undefined),2.1%,13.6%,10.8%,2.7%,?,20.7%
N#CCSc1nnc(COc2cccc3ccccc23)n1-c1ccccc1,-11.8%,?,6.3%,-26.9%,24.9%,?
CCOC(=O)C1CCN(C(=O)COc2ccc(S(=O)(=O)N3CCOCC3)cc2)CC1,-7.5%,?,-7.5%,-12.7%,3.7%,-25.3%

# (listing goes on)
SMILES,Tb PYK inh,Pf growth 48h,LmPK inh,Sm TGR inh,Pf growth 96h,HCV inh
O=C(O)C1CCN(S(=O)(=O)c2ccc(N3CCOCC3)c([N+](=O)[O-])c2)CC1,7.8%,21.8%,4.7%,5.5%,-0.4%,7.4%
COc1ccc(OC)c(C2Nc3c(Cl)ccc(C(=O)O)c3C3C=CCC32)c1 (centres undefined),-22.2%,-23.0%,21.7%,1.58µM*,i,11.4%
COC(=O)c1oc2ccc(Br)cc2c1-n1cccc1,0.1%,5.6%,4.2%,15.4%,?,-9.4%
O=C(NC1CCCCC1)Nn1c(-c2ccccc2)nc2ccccc2c1=O,6.9%,-6.0%,-4.9%,-22.0%,-16.7%,7.1%
O=C(CCCCCC(=O)N(CCO)CCO)N(CCO)CCO,-0.8%,13.1µM*,3.8%,-1.6%,·,0.0%
OCCCc1nc2n(n1)C(c1ccccc1Cl)C=C(c1cccs1)N2 (centres undefined),?,?,-0.3%,28.2µM*,1.2%,-3.9%
COC(=O)CN1C(=O)N/C(=C/c2ccc(C)o2)C1=O,-9.0%,-1.5%,13.8%,28.2µM*,10.4µM*,-2.4%
COc1ccc(C(=O)NN(C)c2nc(-c3ccccc3)cc(C)c2S(C)(=O)=O)cc1,3.2%,?,9.5%,-5.2%,·,-7.8%
CNC(=S)N/N=C/c1ccc(-c2cccc(C(=O)O)c2)o1,-20.3%,198.7%[activator],?,-32.9%,158.9%[activator],5.1%
CCN(CC)C(=O)Cn1nnc(-c2ccc(S(C)(=O)=O)cc2)n1,-2.0%,12.3%,2.8%,·,105.0%[activator],-2.7%
OC(COc1ccccc1)CN(Cc1ccccc1)CC(O)COc1ccccc1 (centres undefined),-3.0%,?,·,-4.8%,?,-9.3%
COc1ccc(C2(c3ccc(OC(C)=O)cc3OC(C)=O)CC(c3ccccc3)NC(=S)N2)cc1 (centres undefined),-23.7%,?,0.6%,2.4%,?,?
CC1CCN(S(=O)(=O)c2ccc(NC(=S)NC(=O)c3ccc(Cl)cc3)cc2)CC1,1.5%,9.2%,3.3%,-17.8%,?,20.7%
Cc1csc(NC(=O)C2CSC3(C)CCC(=O)N23)n1 (centres undefined),-1.0%,-0.8%,-7.1%,-20.7%,0.7%,-0.5%
Cc1c(/C=N/N=C2\CCC3C4CCc5cc(O)ccc5C4CCC23C)cnn1C (centres undefined),-2.0%,?,-6.1%,-25.8%,·,1.6%
COC(=O)c1sc(SC)c(S(=O)(=O)C(C)C)c1N,-16.7%,?,1.2%,7.5%,-17.6%,-18.5%
O=C(CSc1nc2nn(-c3ccccc3)c(=O)c-2c2n1CCCCC2)Nc1ccccc1[N+](=O)[O-],-1.1%,?,·,-1.9%,6.57µM*,?
O=C(Nc1sc2c(c1C(=O)c1ccccc1)CCCC2)c1cccnc1,-7.7%,0.2%,4.5%,-2.2%,0.37µM*,?
O=C(NC1CCCCC1)C(c1ccc(F)cc1)N(CCc1ccccc1)C(=O)CN1C(=O)c2ccccc2S1(=O)=O (centres undefined),-2.0%,13.0%,0.9%,-0.2%,?,-2.7%
CCOC(=O)Cn1c(=NC(=O)CN2C(=O)CCC2=O)sc2cc(S(N)(=O)=O)ccc21,1.4%,17.8%,2.0%,-7.3%,3.7%,26.4%
Cc1ccc(-c2nc(N/N=C/c3cccc([N+](=O)[O-])c3)c3ccccc3n2)cc1,-5.9%,30.2%[activator],0.7%,5.9%,58.0%[activator],-8.1%
CCOc1ccc2c(c1)s/c(=N\S(=O)(=O)c1ccc(OC)cc1)n2C(F)F,-7.7%,?,5.6%,-3.5%,?,?
COc1cc(C2OC(c3cc(OC)c(OC)c(OC)c3)C(C)C2C)cc(OC)c1OC (centres undefined),0.5%,?,4.2%,3.9%,45.3%[activator],?
Cc1cc(C)c2ccc(NN)nc2c1O,6.0%,·,11.8%,3.3%,1.7%,-12.4%
COc1ccc(Cl)cc1NC(=O)CN(C)C(=O)c1ccc(N2CCCCCC2)c([N+](=O)[O-])c1,-5.3%,?,·,2.5%,?,?

# In the list so far, 8 contain two or more sulfur atoms.
SMILES,Tb PYK inh,Pf growth 48h,LmPK inh,Sm TGR inh,Pf growth 96h,HCV inh
CCc1ccccc1N(C1=NCCCS1)S(=O)(=O)c1ccc(C(C)(C)C)cc1,3.5%,?,4.2%,-13.0%,15.2%,?
CN(C)CCCN(C(=O)CCSc1ccccc1)c1nc2cc3c(cc2s1)OCO3,-5.7%,?,9.7%,?,57.4%[activator],?
Cc1ccc(S(=O)(=O)NCc2csc(C)n2)c(C)c1,0.9%,-5.0%,0.5%,6.2%,21.5%,4.1%
CC1CCN(S(=O)(=O)c2ccc(NC(=S)NC(=O)c3ccc(Cl)cc3)cc2)CC1,1.5%,9.2%,3.3%,-17.8%,?,20.7%
Cc1csc(NC(=O)C2CSC3(C)CCC(=O)N23)n1 (centres undefined),-1.0%,-0.8%,-7.1%,-20.7%,0.7%,-0.5%
COC(=O)c1sc(SC)c(S(=O)(=O)C(C)C)c1N,-16.7%,?,1.2%,7.5%,-17.6%,-18.5%
CCOC(=O)Cn1c(=NC(=O)CN2C(=O)CCC2=O)sc2cc(S(N)(=O)=O)ccc21,1.4%,17.8%,2.0%,-7.3%,3.7%,26.4%
CCOc1ccc2c(c1)s/c(=N\S(=O)(=O)c1ccc(OC)cc1)n2C(F)F,-7.7%,?,5.6%,-3.5%,?,?

# Back to the main list with the three entries that preceded the break.
SMILES,Tb PYK inh,Pf growth 48h,LmPK inh,Sm TGR inh,Pf growth 96h,HCV inh
COc1cc(C2OC(c3cc(OC)c(OC)c(OC)c3)C(C)C2C)cc(OC)c1OC (centres undefined),0.5%,?,4.2%,3.9%,45.3%[activator],?
Cc1cc(C)c2ccc(NN)nc2c1O,6.0%,·,11.8%,3.3%,1.7%,-12.4%
COc1ccc(Cl)cc1NC(=O)CN(C)C(=O)c1ccc(N2CCCCCC2)c([N+](=O)[O-])c1,-5.3%,?,·,2.5%,?,?
Cn1c(O)c(C2=c3ccccc3=NC2=O)sc1=Nc1ccc(Cl)cc1,0.0%,22.3%,0.6%,4.6%,-5.2%,-11.8%
CCCCOC(=O)Nc1ccc2c(C)cc(=O)oc2c1,-4.2%,87.9%[activator],-13.8%,-4.8%,127.9%[activator],?
C=CCc1cc(/C=C2/NC(=S)NC2=O)cc(OC)c1O,-22.2%,-7.4%,0.1%,5.3%,-1.6%,-18.7%
Cc1ccc(NC(=O)C2CSC3(C)CCC(=O)N23)cc1S(=O)(=O)N1CCOCC1 (centres undefined),-0.5%,?,·,0.8%,-29.0%,5.4%
Cc1ccc(OCCOCCOc2cccc3cccnc23)c(Br)c1,-0.3%,-14.4%,-1.5%,1.6%,-6.2%,-5.5%
O/N=C1\CC2(Cc3nonc31)OCCO2,-3.2%,26.1%,-5.4%,0.7%,?,19.3%
O=S(=O)(c1ccc(SCc2ccc(Cl)cc2)nc1)N1CCCC1,3.1%,11.7µM*,·,-1.2%,?,?
O=C(Cc1ccccc1)c1nnc(-c2ccccc2)o1,-4.7%,-0.7%,1.7%,13.5%,?,6.4%

# Screens from PubChem BioAssay.
